Assay outcomes: PubChem BioAssay, several laboratories
PDI inh: inhibitors of human PDI, primary screen, biochemical, turbidity, single point, plate reader. PDI insulin aggregation turbidity, A650, 90 min. 350,000 tested, 0.052% active. AID 588391, 2011. inhibition, % at 10 µM. Protein disulfide-isomerase (Homo sapiens), P07237;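 active = mean inhibition across replicates of 30% or more, whatever share of single replicates reach that level; inconclusive = mean inhibition below 30% while every single replicate reaches 30%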;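 note: absorbance from insulin aggregation driven by PDI reduction with DTT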
Target sequence (P07237 whole entry, looked up): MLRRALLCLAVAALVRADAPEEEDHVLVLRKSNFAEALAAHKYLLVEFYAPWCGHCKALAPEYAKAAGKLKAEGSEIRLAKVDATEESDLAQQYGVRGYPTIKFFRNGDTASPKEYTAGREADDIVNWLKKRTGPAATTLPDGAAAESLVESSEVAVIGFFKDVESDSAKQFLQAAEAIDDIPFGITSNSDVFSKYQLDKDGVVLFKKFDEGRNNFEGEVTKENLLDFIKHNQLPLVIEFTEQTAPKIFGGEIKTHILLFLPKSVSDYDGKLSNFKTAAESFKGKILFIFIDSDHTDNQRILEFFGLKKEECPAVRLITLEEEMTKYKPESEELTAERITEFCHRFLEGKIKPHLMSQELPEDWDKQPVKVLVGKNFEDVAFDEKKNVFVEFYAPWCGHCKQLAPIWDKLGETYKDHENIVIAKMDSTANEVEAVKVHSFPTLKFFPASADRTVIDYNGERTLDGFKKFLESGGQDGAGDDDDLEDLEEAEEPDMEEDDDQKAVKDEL
MC4R antagonist: MC4R antagonists of cAMP signaling, primary screen, cell-based, TR-FRET, antagonist arm of biased-ligand search; Melanocortin receptor 4 (Homo sapiens), P32245; MC4R-expressing cells, MTII-stimulated cAMP, LANCE TR-FRET; inhibition, % at 6.5 µM; 360,000 tested, 0.48% active;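 active = inhibition above its plate's cutoff, the mean of tested wells on that plate plus 3 SD, cut at about 29% in these data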;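 note: 0% = Melanotan II alone and 100% = Melanotan II plus saturating MCL0020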
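System: U2OS-MC4R stable cell line; Technique: Eu-cAMP/anti-cAMP TR-FRET, emission 671 nm; Repeats: single well per compound; Also added: Melanotan II; Dosing: one concentration, 6.5 µM nominal; Schedule: 30-min compound, 1-h challenge, 1-h detection, room temperature.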
aDG glyco act: activators of alpha-DG glycosylation, primary screen, uHTS, Pro5-aDG cells, AlphaScreen; alpha-DG glycosylation AlphaScreen (IIH6); 0% Pro5, 100% B10-LARGE cell signal; activation, % at 10 µM; 360,000 tested, 0.22% active;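 active = activation of at least 8% versus controls, or a plate z-score of at least 8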;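 note: Pro5 are CHO cells carrying HIG-tagged alpha-DG that lacks glycosylation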
ABCB6 inh 2: ABCB6 transporter inhibitors, primary screen, K562-ABCB6 cells, flow cytometry, MLPCN library; AID 602162, 2011; fluorescence ratio to DMSO, % at 10 µM; 360,000 tested, 0.19% active; ATP-binding cassette sub-family B member 6 (Homo sapiens), Q9NP58; K562-ABCB6 porphyrin accumulation, 1 h; stronger effect = lower value;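 active = fluorescence ratio to DMSO below 75%, the collection mean minus 3 SD; inconclusive = too few cells collected in the well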;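 note: signal is porphyrin accumulated inside mitochondria; 100% equals median channel fluorescence of DMSO control wells; lower ratio means ABCB6 inhibition with less porphyrin fluorescence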
N-glyco inh: increase of ERlucT glycosylation luciferase signal, primary screen, N-linked glycosylation inhibitor project, D54 ERlucT cells, luminescence, set 2 | D54 ERlucT glycosylation luciferase reporter, 24 h; percent of 100 nM tunicamycin response | reporter increase, % at 12.5 µM | 360,000 tested, 0.23% active | AID 588692, 2011;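 active = mean luciferase reporter signal, scaled so untreated is 0 and the glycosylation-blocking control 100, at or above a set limit in every replicate; inconclusive = mean reaches the limit but not every replicate does; inactive = mean below the limit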;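 note: luciferase carries N-glycosylation sites so blocking glycosylation raises the light; 0% = median of neutral control wells and 100% = median of 100 nM tunicamycin wells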
Cardio protect: cardioprotection against H2O2-induced cell death, primary screen, uHTS, H9c2 cells, ATPLite luminescence | 360,000 tested, 0.63% active | H9c2 cardiomyocytes, H2O2 injury protection, 2 h | protection from H2O2 cell death, % at 20 µM;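 active = compounds giving at least 50% protection of heart cells from peroxide-induced death in the single-dose screen, raw or plate-pattern-corrected value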;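 note: 0% = DMSO wells with peroxide and 100% = DMSO wells without peroxide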
MC4R ag barr: MC4R agonists recruiting beta-arrestin, primary screen, cell-based, luminescence, agonist arm of biased-ligand search; Melanocortin receptor 4 (Homo sapiens), P32245; U2OS MC4R beta-arrestin complementation; percent of melanotan II response, DMSO zero; activation, % at 8.9 µM; 360,000 tested, 0.98% active;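 active = activation above a per-plate cutoff, the mean activation of sample wells on that plate plus 3 SD, cut at about 8% in these data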
Vif imaging: HIV Vif self-association inhibitors, primary screen, imaging, HEK293T, single point; 340,000 tested, 0.35% active; HEK293T cells, Vif self-association by quenched fluorescence, 24 h; inhibition, % at 7.49 µM; in the data active = inhibition above about 50%, passing the limit was not always enough; inconclusive = no clear call, values can overlap the other calls; inactive = below about 31%; note: some results filed as inactive read as strong as hits
m5-HT2A agonist: mouse Htr2a agonists via beta-arrestin recruitment, primary screen, cell-based, luminescence; 5-hydroxytryptamine receptor 2A (Mus musculus), P35363; CHO-K1 mHTR2A beta-arrestin complementation; percent of 30 µM serotonin response; activation, % at 7.6 µM; 360,000 tested, 0.66% active; AID 624169, 2012;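 active = activation above a run cutoff, the mean activation of all tested compounds plus 3 SD, cut at about 14% in these data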;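 note: 0% = plate median of compound wells and 100% = 30 µM serotonin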
Target sequence (P35363 whole entry, looked up): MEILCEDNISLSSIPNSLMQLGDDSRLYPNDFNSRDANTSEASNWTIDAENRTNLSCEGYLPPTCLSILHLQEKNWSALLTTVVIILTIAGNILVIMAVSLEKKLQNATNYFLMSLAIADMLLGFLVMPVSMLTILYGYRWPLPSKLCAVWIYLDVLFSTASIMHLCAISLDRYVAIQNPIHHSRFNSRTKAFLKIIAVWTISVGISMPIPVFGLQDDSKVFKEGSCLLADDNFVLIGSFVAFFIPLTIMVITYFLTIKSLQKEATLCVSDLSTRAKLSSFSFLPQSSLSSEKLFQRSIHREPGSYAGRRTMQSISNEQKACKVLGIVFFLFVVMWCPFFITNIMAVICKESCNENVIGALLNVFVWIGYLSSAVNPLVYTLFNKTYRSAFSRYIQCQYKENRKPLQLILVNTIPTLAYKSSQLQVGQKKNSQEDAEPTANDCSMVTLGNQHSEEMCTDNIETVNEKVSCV
CaV13 FRET inh: Disruptors of the CACNA1D IQ motif to Ca2+-dependent inactivation inhibitor domain association, primary screening, Förster resonance energy transfer in intact living … | inhibition, % at 12.3 µM | AID 743397 | HEK cells, CFP/YFP FRET ICDI-IQ, plate reader, 10 min; percent FRET-ratio fall versus neutral wells | 340,000 tested, 0.098% active;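 active = mean replicate inhibition of at least 30% and at least 1% of replicates passing that level; inconclusive = only one of the two criteria is met; inactive = neither criterion is met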;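 note: 0% = median of the neutral control wells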
Numbers without * were called inactive; ? = inconclusive; nt = not tested or not shown.

molecule,aDG glyco act,N-glyco inh,PDI inh,MC4R antagonist,CaV13 FRET inh,ABCB6 inh 2,Cardio protect,Vif imaging,MC4R ag barr,m5-HT2A agonist
COCc1cc(=O)n2[nH]c(C)c(-c3ccc(Cl)cc3)c2n1,0.1,2,0,17,-5,101,6,-4,-2.6,-3
CCc1nnc(NC(=O)CSc2nnnn2-c2cccc(C(C)=O)c2)s1,0.1,0,4,6,-1,98,17,3,-2.0,5
Cc1ccc(S(=O)(=O)CCN2CCN(c3ccccn3)CC2)cc1,0.0,2,8,-7,-20,106,-1,0,-1.6,3
CC(=O)Nc1ccc(-c2ccnc3c2CC(C)(C(=O)NCCC(F)(F)F)O3)cc1 (configuration not stated),-0.1,3,-36,7,-5,95,3,-5,-0.1,12
CN(CCOc1ccc(Br)cc1)CC(=O)Nc1cccc(S(=O)(=O)NC2=NCCC2)c1,0.9,-2,-3,8,4,97,-3,3,-2.1,-8
CCn1c(SCC(=O)NCCOc2ccccc2)nc2ccccc2c1=O,0.1,4,-8,0,nt,89,2,3,-0.6,2
COCC(C)n1c(SCC(=O)NNC(=O)c2ccccc2)nc2ccccc2c1=O (configuration not stated),0.4,-1,5,4,-3,99,6,15,-1.8,5
COc1cc(C(C)=O)ccc1OCC(=O)NCC1(N2CCCCC2)CCCCC1,0.6,1,-2,9,-4,97,0,51*,-5.0,-2
CCOC(=O)c1cc(=O)c2ccc(OCC(=O)Nc3ccc(F)cc3)cc2o1,-0.1,-1,5,2,-2,97,9,-4,-1.4,3
COc1ccccc1N(CC(=O)Nc1ccc(Br)cc1F)S(=O)(=O)c1cccs1,0.4,-4,-5,0,-4,94,-3,-16,-2.7,-9
CC(C)N(C(=O)[C@H]1C[C@H](CC(=O)NCCc2ccccn2)C(=O)N2CCc3c([nH]c4cc(-c5ccco5)ccc34)[C@]12C)C(C)C,0.4,-2,18,13,-3,97,3,0,-0.1,-2
CC(C)(C)NC(=O)NC(=O)COc1ccccn1,0.0,0,5,10,-5,96,-4,?,4.4,8

Brought forward from above: 2 entries, then new ones.
molecule,aDG glyco act,N-glyco inh,PDI inh,MC4R antagonist,CaV13 FRET inh,ABCB6 inh 2,Cardio protect,Vif imaging,MC4R ag barr,m5-HT2A agonist
CC(C)N(C(=O)[C@H]1C[C@H](CC(=O)NCCc2ccccn2)C(=O)N2CCc3c([nH]c4cc(-c5ccco5)ccc34)[C@]12C)C(C)C,0.4,-2,18,13,-3,97,3,0,-0.1,-2
CC(C)(C)NC(=O)NC(=O)COc1ccccn1,0.0,0,5,10,-5,96,-4,?,4.4,8
CCOC(=O)C1=C(C)N(CC(C)C)C(=O)/C1=C\c1cccs1,0.2,2,1,5,-4,94,0,-2,-0.5,-3
O=C1C(=O)N(CCCO)C(c2ccccc2)/C1=C(\O)c1ccc(Br)cc1 (configuration not stated),-0.1,1,-10,5,-5,101,-2,21,-1.3,0
CCCn1c(SCC(=O)Nc2ccc(C)c(S(=O)(=O)N3CCOCC3)c2)n[nH]c1=O,0.5,1,-1,-6,-3,94,7,1,2.1,4
Cc1nn(-c2ccccc2)c(C)c1/C=N/NC(=O)CSc1nnc(-c2ccccc2)n1-c1ccc(Cl)cc1,1.7,0,-1,5,-3,93,-2,4,-1.9,0
CCOC(=O)N1CCN(c2nc(-c3ccc(OC)cc3)no2)CC1,0.1,-1,-6,-1,-5,99,-8,nt,0.7,5
CN(c1ccccc1C(=O)N1CCOCC1)S(C)(=O)=O,-0.2,2,-10,7,0,87,1,3,-1.2,1
CC(C)C[C@@H](CNCC(=O)[C@H](CC(=O)O)NC(=O)c1[nH]cnc1C(=O)N[C@H](CN)CC(C)C)NC(=O)c1nc[nH]c1C(=O)N[C@@H](C)C(=O)O,-0.2,1,-7,-2,-6,98,-12,0,-3.1,1
O=C(COC(=O)c1cc([N+](=O)[O-])ccc1NCc1ccccc1)NCc1ccccc1Cl,0.1,0,-10,7,-8,95,0,-4,1.8,2
COCCCNC(=O)COc1ccc(Cl)c(C)c1,0.0,-1,1,2,-5,97,0,-5,-3.0,3
CC(=O)OCCn1c([N+](=O)[O-])cnc1C=[N+]([O-])C1CCCCC1,0.3,0,3,-1,-6,94,1,nt,-0.5,1
COC(=O)c1ccc(-n2nnnc2SCC(=O)N2CCCCC2)cc1,0.0,1,5,-1,-6,95,-2,-7,-1.7,-1
C/C(=N\NC(=O)COc1ccc(C(C)(C)C)cc1)c1ccc2c(c1)OCCO2,-0.1,0,1,2,-4,93,-14,-7,0.8,9
COc1ccc(-c2csc(N(CCCN(C)C)C(=O)c3ccc(C)cc3)n2)cc1,0.9,-7,1,8,-5,90,9,4,2.4,-5
C[C@@H]1CN([C@@H](C)CO)C(=O)CCCn2nncc2CO[C@H]1CN(C)C,-0.1,0,-1,3,-7,103,-6,1,-0.9,1
COc1ccc(CCNC(=O)C/C(C)=N/NC(=O)Cc2cccc3ccccc23)cc1OC,-0.1,1,7,-6,-4,103,3,-8,0.5,-3
CCOc1ccccc1NC(=O)CCNS(=O)(=O)c1ccccc1,0.0,0,3,9,-20,480,4,7,0.4,2
O=C(Cn1c(S(=O)(=O)Cc2ccccc2)nc2ccccc21)N1CCCCC1,0.2,-1,nt,6,-6,96,21,nt,-0.1,7
O=C(NCc1cccc(Cl)c1)c1ccc(CS(=O)Cc2ccc(Cl)cc2)o1 (configuration not stated),-0.2,-3,-4,4,-3,95,0,-6,-1.9,7
O=C1C(=O)N(CCCN2CCOCC2)C(c2ccc(F)cc2)/C1=C(/O)c1ccccc1 (configuration not stated),-0.1,4,0,1,-4,94,4,8,-0.9,3
Cc1cc(C)c(C2C3=C(Nc4c2c(C)nn4-c2ccccn2)c2ccccc2C3=O)c(C)c1 (configuration not stated),1.2,-12,-9,1,nt,106,-11,-13,-0.8,0
COc1ccc(NC(=O)Nc2nc(C(N)Cc3ccc(C(F)(F)F)cc3)cs2)cc1 (configuration not stated),-0.6,-13,1,4,-5,79,-26,nt,33*,21*
COCCNc1ncnc2c1ncn2[C@H]1CN(CCOC)C[C@@H](CO)O1,-0.3,2,-5,-6,0,100,8,nt,-1.4,-2
Cc1cccc(Nc2nc(N)nc(-c3oc4ccccc4c3C)n2)c1,-0.1,22,-3,-5,-5,97,0,-3,-1.4,3
CCOC(=O)C(CC)n1cnc2c(cnn2-c2ccc(Cl)cc2)c1=O (configuration not stated),0.1,0,-14,13,nt,97,7,20,0.6,1
CN(/N=C/c1ccco1)C1=NS(=O)(=O)c2ccccc21,-0.3,3,11,4,-2,101,5,37,-2.2,-1
O=C(/C=C/c1ccccc1)OCc1cncs1,-0.3,-1,-2,-6,1,95,-4,3,-3.8,-3
CC1(C(=O)NS(=O)(=O)c2cccc(Cl)c2)CCN1C(=O)Cc1ccc(-c2ccccc2)cc1 (configuration not stated),0.0,1,1,3,-5,98,0,12,-1.8,5
Cn1c(SCc2ccc(Br)cc2)nnc1-c1cccs1,0.1,9,-6,2,nt,92,-2,0,-1.9,-1
Cc1csc(SC(C)C(=O)Nc2ccccc2C)n1 (configuration not stated),-0.1,2,-1,-3,-3,102,13,-1,-0.7,6
COCCCNCC(O)C(F)(F)F (configuration not stated),-0.3,5,1,8,-8,92,-4,0,1.1,-1
COc1ccc(CCNC(=O)c2nonc2N)cc1,-0.1,-1,4,-2,-4,95,-4,3,-0.7,4
O=C(c1cc(COc2ccc(F)cc2Cl)on1)N1CCCC(c2ccccc2)C1 (configuration not stated),0.0,-1,-7,-3,2,94,-5,-1,3.9,-7
Cc1sc2ncnc(SCC(=O)N3CCCCC3)c2c1C,0.2,-7,-6,10,-4,96,-6,-9,-1.0,0
O=C(/C=C/c1ccc2c(c1)OCO2)N1CCN(c2ccccc2F)CC1,0.0,1,7,0,-14,90,-5,2,-1.0,2
CCOC(=O)c1ccc(NC(=O)C2CCCN(S(=O)(=O)c3ccc(F)cc3)C2)cc1 (configuration not stated),0.2,-2,19,-4,-9,79,10,-6,-0.8,4
CC(C)CC(=O)Nc1ccc(C(=O)COC(=O)CN2C(=O)NC3(CCCCC3C)C2=O)cc1 (configuration not stated),0.2,2,-6,6,-13,96,1,6,-2.7,18*
CCOC(=O)[C@H]1[C@H]2COc3ccc(Cl)cc3[C@@H]2N2C(=O)CN(Cc3ccc(C)cc3)C(=O)[C@@]12C,0.4,-2,10,6,-12,98,0,-2,-0.5,-3
COc1ccccc1C(=O)N1CCN(C(=O)c2ccncc2)CC1,-0.3,-2,5,22,-7,97,7,2,0.2,-1
O=C(COC(=O)Cc1ccccc1F)NNC(=O)c1ccc(Cl)cc1,0.3,1,1,1,-6,98,4,0,-2.9,-3

Complete entries as entered above. Values in the order: aDG glyco act, N-glyco inh, PDI inh, MC4R antagonist, CaV13 FRET inh, ABCB6 inh 2, Cardio protect, Vif imaging, MC4R ag barr, m5-HT2A agonist
CCOC(=O)N1CCN(c2nc(-c3ccc(OC)cc3)no2)CC1 is listed with 0.1, -1, -6, -1, -5, 99, -8, nt, 0.7, 5
COCCCNC(=O)COc1ccc(Cl)c(C)c1 is listed with 0.0, -1, 1, 2, -5, 97, 0, -5, -3.0, 3
CC(C)N(C(=O)[C@H]1C[C@H](CC(=O)NCCc2ccccn2)C(=O)N2CCc3c([nH]c4cc(-c5ccco5)ccc34)[C@]12C)C(C)C is listed with 0.4, -2, 18, 13, -3, 97, 3, 0, -0.1, -2
Cc1cc(C)c(C2C3=C(Nc4c2c(C)nn4-c2ccccn2)c2ccccc2C3=O)c(C)c1 (configuration not stated) is listed with 1.2, -12, -9, 1, nt, 106, -11, -13, -0.8, 0
